# Bioassay records from PubChem BioAssay.
# PfHsp90 yeast 2: growth inhibition of PfHsp90-expressing yeast, primary screen, antimalarial PfHsp90 inhibitor project, S. cerevisiae, BacTiter-Glo luminescence, single point, set 2 | BacTiter-Glo ATP, 48 h; yeast lacking PDR1 and PDR3 efflux regulators | inhibition, % at 9.4 µM | actives 0.32% (n = 310,000) | AID 504621, 2011;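 active means every replicate shows inhibition above about 80%, whatever the replicate mean, limit read from the data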;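 further: 0% = DMSO neutral controls and 100% = 20 µM radicicol positive controls; yeast relying on Plasmodium falciparum Hsp90 in place of its own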
# PvdQ acylase: P. aeruginosa PvdQ acylase inhibitors, primary screen, biochemical, fluorescence, plate reader and imaging, single point. actives 0.063% (n = 340,000). inhibition, % at 10 µM. purified PvdQ acylase. AID 488965, 2010. PvdQ acylase [Pseudomonas aeruginosa LESB58]; in the data active means inhibition above about 30%, passing the limit was not always enough;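 further: 0% = vehicle neutral wells and 100% = reference inhibitor wells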
# CAL PDZ FP: CAL PDZ peptide-binding inhibitors, primary screen, biochemical, fluorescence polarization, Cer-tagged CAL PDZ, HTS; Golgi-associated PDZ and coiled-coil motif-containing protein (Homo sapiens), Q9HD26; purified CAL PDZ, TMR-peptide fluorescence polarization, 1 h; inhibition, % at 20 µM; actives 0.02% (n = 330,000);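 active means highest replicate inhibition of at least 40%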;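 further: plate controls were DMSO neutral control wells for no effect and unlabeled competitor peptide control wells for full effect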
#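 material = purified tagged CAL PDZ domain construct (CerCALP) | buffer or medium = sodium phosphate/NaCl buffer pH 7.4 with TCEP, IgG, Thesit | reagent = TMR-labelled reporter peptide T*-PRC34 bound in PDZ groove | incubation = 1 h room-temperature incubation prior to read | measured by = fluorescence polarization (mP) | evaluation = percent inhibition from loss of millipolarization | control set = unlabelled peptide and DMSO controls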
# E coli growth: E. coli V3065 growth inhibition, primary screen, counter-screen for AddAB inhibitor project, absorbance, OD600; 18 h; inhibition, % at 11.9 µM; actives 0.27% (n = 330,000); AID 449728, 2010;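 active means inhibition above the campaign's mean inhibition across all tested compounds plus 3 SD, cut at about 9.9% in these data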;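 further: uninfected addAB+ strain grown without phage in ampicillin broth; 0% = DMSO wells and 100% = ciprofloxacin 0.95 µg/ml wells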
# Tat export inh: E. coli Tat export inhibitors, primary screen, MC4100, TorA-mCherry reporter, fluorescence, single point; inhibition, % at 10 µM; actives 0.036% (n = 340,000);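 active means mean replicate inhibition at least 50% and at least half of replicates individually reaching 50%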;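 further: exported cargo escapes ClpAP degradation while cytoplasmic cargo is degraded and loses fluorescence; 0% = median of neutral control wells and 100% = median of NaSCN control wells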
# DAGLB inh: DAGLB lipase inhibitors, primary screen, biochemical, fluorescence, HTS; actives 0.059% (n = 340,000); inhibition, % at 5.17 µM; Diacylglycerol lipase-beta (Homo sapiens), Q8NCG7; HEK293T DAGLB membrane lysate, EnzChek fluorogenic substrate; in the data active means inhibition above about 34%;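 further: 0% = enzyme with vehicle and 100% = wells lacking enzyme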
# Target sequence (Q8NCG7 whole entry, looked up): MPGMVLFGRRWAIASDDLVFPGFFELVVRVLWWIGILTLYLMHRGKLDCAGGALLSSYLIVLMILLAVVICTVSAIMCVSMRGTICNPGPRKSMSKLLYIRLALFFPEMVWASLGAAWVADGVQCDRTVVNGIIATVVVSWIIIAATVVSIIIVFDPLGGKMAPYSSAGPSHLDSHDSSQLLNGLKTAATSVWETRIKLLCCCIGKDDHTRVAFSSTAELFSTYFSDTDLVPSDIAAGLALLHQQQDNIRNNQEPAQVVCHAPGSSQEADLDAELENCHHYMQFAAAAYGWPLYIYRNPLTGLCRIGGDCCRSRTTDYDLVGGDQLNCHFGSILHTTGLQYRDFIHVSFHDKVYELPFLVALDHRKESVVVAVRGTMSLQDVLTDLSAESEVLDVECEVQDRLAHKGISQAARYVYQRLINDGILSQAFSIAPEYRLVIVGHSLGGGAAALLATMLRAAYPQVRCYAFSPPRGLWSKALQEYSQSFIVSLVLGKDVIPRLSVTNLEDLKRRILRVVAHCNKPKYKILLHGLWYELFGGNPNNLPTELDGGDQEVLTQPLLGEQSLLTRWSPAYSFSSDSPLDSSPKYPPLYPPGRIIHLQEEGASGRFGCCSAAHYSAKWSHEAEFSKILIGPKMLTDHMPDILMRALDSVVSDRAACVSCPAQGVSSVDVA
# Wnt act: Wnt/beta-catenin pathway activators, primary screen, cell-based, plate reader, single point. activation, % at 9.35 µM. Wnt/beta-catenin reporter cell assay, activator. AID 743398, 2014. actives 1.2% (n = 300,000); in the data active means activation above about 30%, passing the limit was not always enough;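 further: 0% = neutral control wells and 100% = positive control wells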
# Rtt109 Vps75: inhibitors of C. albicans Rtt109/Vps75 HAT, primary screen, biochemical, ThioGlo CoA-SH fluorescence, plate reader. Histone acetyltransferase RTT109 (Candida albicans (strain SC5314 / ATCC MYA-2876)), …. purified Rtt109/Vps75, 4 h. inhibition, % at 34.9 µM. actives 0.16% (n = 330,000). AID 540336, 2011;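 active means inhibition of at least 50% in every replicate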
# AddAB inh: growth inhibition of E. coli expressing H. pylori AddAB, primary screen, AddAB inhibitor project, absorbance; inhibition, % at 11.9 µM; AID 435030, 2010; actives 0.29% (n = 330,000); in the data active means inhibition above about 12%;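 further: 0% = vehicle wells of infected cells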
# phage Ecoli inh: growth loss of phage-infected E. coli, primary screen, RecBCD inhibitor project, absorbance, with phage, HTS; inhibition, % at 11.9 µM; actives 0.26% (n = 360,000); AID 651602, 2012; in the data active means inhibition above about 11%
# Starred values were filed as active, the others as inactive; / = no result given.
Structure	PfHsp90 yeast 2	PvdQ acylase	CAL PDZ FP	E coli growth	Tat export inh	DAGLB inh	Wnt act	Rtt109 Vps75	AddAB inh	phage Ecoli inh
Cc1cccc(C(C(=O)NC2CCCC2)N(C(=O)c2csnn2)C2CC2)c1 (stereo unspecified)	-8	-7	-1.6	-2.6	1	-1	0	14	4.1	2.7
CCS(=O)(=O)N1Cc2ccccc2CC1C(=O)Nc1nc(C)cs1 (stereo unspecified)	-17	10	0.0	-2.8	9	-2	5	3	-1.6	1.4
CSc1ccc(CN(C)C(=O)C(c2ccccc2)c2ccccc2)cc1	8	0	-1.5	-1.1	12	-8	-2	2	-0.7	1.9
Cc1noc(NS(=O)(=O)c2ccc(NS(=O)(=O)c3ccc(Cl)cc3)cc2)c1C	2	-7	0.1	-0.7	16	5	-2	-3	1.3	0.6
O=C(NCC1COCCO1)c1cc(COc2ccc(F)cc2F)on1 (stereo unspecified)	23	-15	-3.2	1.5	4	0	/	-4	3.2	/
CCC(C)c1ccccc1NC(=O)Cc1coc2cc3c(cc12)CCC3 (stereo unspecified)	-18	-16	0.2	-1.6	20	-17	-4	2	-0.8	2.5
C=CCSc1nc2ccccc2c(=O)n1C1CCOC(C)(C)C1 (stereo unspecified)	-34	-9	-0.9	-0.8	1	-6	1	3	-4.1	-0.4
Cc1c(C)n(C(=O)CN2CCC(C)CC2)c2ccccc12	2	6	/	0.1	-7	-7	-2	7	2.2	1.2
Cc1cc(C)nc(Nc2n[nH]c(-c3ccccc3N)n2)n1	-5	-18	2.1	0.7	-6	1	30	-16	1.9	1.2
COc1ccc(C2C3=C(CC(C)(C)CC3=O)Oc3ncn(Cc4ccco4)c(=N)c32)cc1 (stereo unspecified)	7	3	-0.5	1.7	5	0	0	-8	2.3	-0.2
CC(C)C(=O)N1CCN(S(=O)(=O)c2ccc3ccccc3c2)CC1	26	-16	-3.6	1.1	6	-2	4	5	2.0	2.1
CC(C)(C)c1ccc(S(=O)(=O)N2CCC(CO)(CC3CCCCO3)CC2)cc1 (stereo unspecified)	-7	-21	-0.7	1.1	-6	-2	1	-1	3.1	2.0
O=C(O)/C=C/C(=O)NCc1cn(-c2ccccc2)nc1-c1cccc(Br)c1	1	1	-12	4.5	-4	-2	1	11	5.0	2.8
O=C(Cc1cccs1)NCc1ccco1	4	-21	1.5	-0.2	1	-2	/	4	-0.9	-0.2
N/C(CC(=O)Nc1cc(C(F)(F)F)ccc1Cl)=N\O	-20	-16	-0.5	2.1	6	0	1	1	1.0	1.3
Cc1nc(C)c(C(=O)Nc2ccccc2)s1	22	-4	0.3	-0.2	-7	-1	/	-1	-0.2	1.6
Cc1ccccc1NC(=O)NNC(=O)CCc1ccccc1	-31	-6	-0.5	1.0	-10	0	0	2	2.9	1.4
Cn1ncc(Cl)c1C(=O)N1CCN(c2ccccc2)CC1	15	-12	-1.8	-0.8	2	3	-1	-4	2.1	-0.2
COc1cc([N+](=O)[O-])ccc1NC(=O)CCCOc1cc(C)ccc1C	-9	-15	-1.9	-1.9	-1	1	0	13	-0.4	2.8
Cc1ccc2nc(N(CCN3CCOCC3)C(=O)CCS(=O)(=O)c3ccccc3)sc2c1	/	-13	-0.8	-1.1	-2	-1	26	-6	-0.5	1.8
Cc1ccc(NS(=O)(=O)c2ccc(-n3cccn3)cc2)c(C)c1	0	-5	-0.4	1.3	-2	-1	-1	-4	0.4	1.5
Cc1csc(SCC(=O)Nc2ccccc2)n1	-28	7	-0.5	0.6	-3	-2	2	-8	4.7	-0.7
CCOc1ccc(N(C)S(=O)(=O)c2csc(C(N)=O)c2)cc1	11	-12	-0.2	-0.3	4	3	-2	-8	1.9	3.0
CCOc1cc(/C=N/NC(=O)N/N=C/c2ccc(O)c(OCC)c2)ccc1O	/	/	/	-2.0	/	/	49*	/	3.0	-0.4
O=C(CN1CCC(O)(c2cccc(F)c2)CC1)NCCc1c[nH]c2ccccc12	27	-12	0.7	0.2	-4	1	-1	8	0.6	0.5
CCOCC(=O)Nc1cc(C(F)(F)F)ccc1Oc1cccc(Br)c1	-11	1	-0.2	0.8	4	-17	-1	-4	0.1	3.4
COc1cccc(CN2CCCCC2C(=O)O)c1 (stereo unspecified)	15	-4	-2.8	1.8	1	0	0	-3	-1.4	2.1
Cc1ccccc1NC(=O)CSc1ccc(-c2ccc(-n3cccn3)cc2)nn1	-16	5	-1.4	-1.9	2	-5	11	-2	0.5	4.0
COc1ccccc1NNC(=O)C(O)(c1ccccc1)c1ccccc1	-2	-6	-0.4	-1.1	-2	1	0	7	1.1	0.1
CC(C)N(Cc1nc(-c2ccc(Cl)cc2)no1)C(=O)C12CC3CC(CC(C3)C1)C2	6	-7	-3.9	2.2	2	3	-2	-6	2.7	0.7

# Single records, as listed above. Screens in order: PfHsp90 yeast 2, PvdQ acylase, CAL PDZ FP, E coli growth, Tat export inh, DAGLB inh, Wnt act, Rtt109 Vps75, AddAB inh, phage Ecoli inh
# Profile of Cc1csc(SCC(=O)Nc2ccccc2)n1 = -28, 7, -0.5, 0.6, -3, -2, 2, -8, 4.7, -0.7
# Profile of COc1cc([N+](=O)[O-])ccc1NC(=O)CCCOc1cc(C)ccc1C = -9, -15, -1.9, -1.9, -1, 1, 0, 13, -0.4, 2.8
# Profile of COc1ccccc1NNC(=O)C(O)(c1ccccc1)c1ccccc1 = -2, -6, -0.4, -1.1, -2, 1, 0, 7, 1.1, 0.1
# Profile of Cc1c(C)n(C(=O)CN2CCC(C)CC2)c2ccccc12 = 2, 6, /, 0.1, -7, -7, -2, 7, 2.2, 1.2
# Profile of Cc1ccc2nc(N(CCN3CCOCC3)C(=O)CCS(=O)(=O)c3ccccc3)sc2c1 = /, -13, -0.8, -1.1, -2, -1, 26, -6, -0.5, 1.8

# Look-ups from the entries so far.
# Cn1ncc(Cl)c1C(=O)N1CCN(c2ccccc2)CC1 – E coli growth = -0.8
# CCOCC(=O)Nc1cc(C(F)(F)F)ccc1Oc1cccc(Br)c1 – Wnt act = -1

# Later entries
Structure	PfHsp90 yeast 2	PvdQ acylase	CAL PDZ FP	E coli growth	Tat export inh	DAGLB inh	Wnt act	Rtt109 Vps75	AddAB inh	phage Ecoli inh
NC(=O)Nc1ccc(C(=O)OCC(=O)Nc2cccc(S(=O)(=O)NC3=NCCC3)c2)cc1	13	-6	-1.5	-1.1	-4	-3	-3	-2	-0.4	3.6
CN(CCO)S(=O)(=O)c1ccc2c(c1)C(=NNC(N)=O)c1cc(S(=O)(=O)N(C)CCO)ccc1-2	27	-5	-3.0	0.2	3	0	46*	6	0.1	-0.1
COc1ccc(CCNC(=O)COc2cc(C)cc3oc(=O)cc(C)c23)cc1	-2	-17	-4.7	-1.9	-6	1	-4	-15	3.0	0.8
O=C(CN1C(=O)NC(Cc2ccccc2)C1=O)Nc1ccc(OC(F)F)cc1 (stereo unspecified)	0	-20	0.5	2.4	-7	-2	3	-1	0.2	-1.1
CCOc1ccccc1OCC(=O)NN1Cc2ccccc2C1=N	-3	-6	-1.1	-5.2	0	1	/	6	0.3	0.2
O=C(Nc1ccc(N=Nc2ccccc2)cc1)c1ccccc1Cl	0	0	-2.9	-0.4	0	21	/	-5	2.5	3.2
Cc1nnc(NC(=O)CCSc2ccccc2)s1	3	5	-0.5	-1.3	7	1	-9	0	0.4	2.8
O=C(NC1CCN(C(=O)Nc2cccc(F)c2)CC1)c1ccco1	-4	-13	-1.0	-0.1	0	-1	2	5	3.2	2.5
NC1=NC2(CCCCC2)N(c2ccc(F)cc2)C(N)=N1	6	0	0.2	-0.6	2	-1	-4	-12	0.8	2.4
O=C(c1ccco1)N1N=C(c2ccc(Br)cc2)CC1(O)C(F)(F)F (stereo unspecified)	19	-7	0.1	0.2	3	-5	-1	-9	-0.6	3.7
Cc1ccc(NC(=O)CSc2nncc3ccccc23)cc1	-1	1	-0.8	-3.5	-7	-4	-2	6	2.2	1.1
CC(CN1CCOCC1)OC(=O)/C=C/c1ccccc1 (stereo unspecified)	15	13	1.5	-1.0	1	-3	2	-3	1.9	3.7
Cc1ccn2c(=O)nc(SCC(=O)N3N=C(c4cccs4)CC3c3ccc(F)cc3)nc2c1 (stereo unspecified)	/	-12	-2.5	-1.3	-4	6	-2	5	-0.1	2.9
O=C(O)c1cc2nc(C3CC3)cc(C(F)(F)F)n2n1	-39	-15	-0.7	-2.4	0	1	0	0	-1.2	2.2
Cc1ccc(N2CC(C(=O)Nc3nnc(SCC(=O)Nc4cc(C)on4)s3)CC2=O)cc1 (stereo unspecified)	3	-4	-0.8	-1.6	4	-1	-1	-2	-1.7	3.4

# Rows are unselected; about 1.9% have a hit in one of these screens.
